# Screening results as filed in PubChem BioAssay.
# A549 viability: Nrf2 qHTS screen for inhibitors: counterscreen for cytotoxicity. AID 504648, 2011. 390,000 tested, 0.16% active. Potency, µM (titrated, usually from 46 µM), inactives show at the highest dose activity change, negative = cytotoxicity, actives largely listed as inhibitors. A549 ARE-Fluc cells, CellTiter-Fluor viability, 18-24 h; also: potency is read from the fitted curve at half-maximal effect; % is scaled to controls: 0 for no effect and ±100 for the full control effect
#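 Cytotoxicity counterscreen: CellTiter-Fluor fluorescence was measured in A549 ARE_Fluc cells after 18-24 h of compound exposure in a concentration series. The subsequent BugLite luminescent read reports ARE-luciferase activity.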
# HepG2 tox: qHTS for Inhibitors of TGF-b: Cytotox Counterscreen; HepG2 CAGA-GFP viability, ATP luminescence, 18 h; Potency, µM (highest dose often 46.1 µM), inactives show at the top dose activity change, negative = cytotoxicity, usual class: cytotoxic; 410,000 tested, 0.76% active; AID 588856, 2011; also: potency is read from the fitted curve at half-maximal effect; some results filed as inactive show a strong effect at the top dose
#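 HepG2 CAGA-GFP cells (1000/well, DMEM with 1% FBS) received compound, then TGF-beta at 500 pg/mL final, and were incubated 18 hours at 37 degrees C. Viability was read by CellTiter-Glo luminescence. Media-only wells were set as complete cell-killing and DMSO as no toxicity.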
# S2 tox: Viability Counterscreen for Primary qHTS for Inhibitors of ATXN expression; S2 cells (HEK-293 line with an ATXN2-luciferase reporter) viability, CellTiter-Fluor protease fluorescence, 24 h; Potency, µM (top dose mostly 56.7 µM), actives largely listed as cytotoxic; 400,000 tested, 0.49% active; AID 651635, 2014; also: potency is read from the fitted curve at half-maximal effect; nearly all actives have a fitted effect of over 40% in size
# TGFb inhibitor: qHTS for Inhibitors of TGF-b; 410,000 tested, 1.2% active; AID 588855, 2011; Potency, µM (highest dose often 46.1 µM), for inactives: at the top dose activity, negative = inhibition, hits mostly inhibitors; HepG2 CAGA-GFP TGF-b/SMAD3 reporter, GFP fluorescence, 18 h; TGF-beta stimulated, 500 pg/mL final; also: potency is read from the fitted curve at half-maximal effect; % is scaled to controls: 0 for no effect and ±100 for the full control effect; nearly all actives have a fitted effect of over 65% in size
#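 Read-out: total well GFP (ex488/em500-530) summed from mean per-cell fluorescence. Cells: HEPG2 CAGA-GFP, 1% FBS DMEM, 18 h at 37 degrees C with 500 pg/mL final TGF-beta. Unstimulated wells served as the full-inhibition control; stimulated DMSO wells = 0%.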
# Nrf2 ARE act: qHTS of Nrf2 Activators; AREc32 ARE-luciferase reporter (MCF7-derived line), luminescence, 24 h; Potency, µM (doses to about 46.1 µM), inactives show at the highest dose activation, usual class: activators; 410,000 tested, 0.31% active; AID 624171, 2012; also: potency is read from the fitted curve at half-maximal effect; % of control where 0% means no effect; nearly all actives have a fitted effect of over 65% in size
#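 ARE-driven firefly luciferase activity in AREc32 cells measured after a 24 hr compound exposure at 37 deg C, using Steady-Glo reagent and a 30 min room-temperature hold.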
# Nrf2 inh: Nrf2 qHTS screen for inhibitors. A549 ARE-Fluc reporter, luciferase luminescence, 18-24 h. Potency, µM (top dose mostly 46 µM), for inactives: at the highest dose activity change, negative = inhibition, hits mostly inhibitors. 360,000 tested, 2.1% active; also: potency is read from the fitted curve at half-maximal effect; % is scaled to controls: 0 for no effect and ±100 for the full control effect; nearly all actives have a fitted effect of over 60% in size
#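 In this cell-based qHTS, ARE-driven firefly luciferase in A549 cells reports Nrf2 activity; the luminescent signal after BugLite lysis is the measured value, with a prior CellTiter-Fluor read for cell health.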
# Akt phos inh: HTS Assay for Inhibitors of Akt Phophorylation: Primary Screen; activity change, % for hits at 50 µM; AID 651550, 2012; 360,000 tested, 0.32% active; Neuro2A IGF-stimulated pAkt S473 HTRF, 20 min; stronger effect = lower value; in the data active = activity change below about -80%; inconclusive = mostly about -51% to -80%; also: % is scaled to controls: 0 for no effect and ±100 for the full control effect
#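 Neuro2A cells (4,500/well, DMEM with 0.5% FBS) were treated with compound at a single 50 µM final concentration, stimulated with 6 nM IGF for 20 min at 37 °C, and lysed. Phospho-Akt Ser473 was read by HTRF as 665/615 ratio ×10^4.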
# MmCpn inh: Inhibitors of TCP-1 ring complex (TRiC) of Methanococcus maripaludis (MmCpn): qHTS; AID 504842, 2011; 330,000 tested, 0.031% active; Potency, µM (titrated, usually from 76.9 µM), for the others: at the highest dose activity, negative = inhibition, usual class: inhibitors; purified Mm-Cpn ATPase, ADP Transcreener TR-FRET; also: potency is read from the fitted curve at half-maximal effect; % is scaled to controls: 0 for no effect and ±100 for the full control effect; nearly all actives have a fitted effect of over 80% in size
#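 Inhibition of chaperonin ATP hydrolysis is measured as reduced ADP production, detected by competitive TR-FRET in which signal falls with ADP. Final enzyme 25 nM and ATP 10 uM, reacted 30 min at 37°C.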
# CCT modulator: High-Throughput Screening for Modulators of Cytosolic Chaperonin Activity; purified chaperonin ATPase assay, HTRF ADP detection, 30 min; activity change, % (no concentration beside the values), hits read low; 360,000 tested, 0.3% active; AID 651819, 2012; in the data active = activity change below about -30%; also: % is scaled to controls: 0 for no effect and ±100 for the full control effect
#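 TRiC (40 or 20 nM final, by batch activity) in 30 mM Tris pH 7.4, 100 mM KCl, 5 mM MgCl2, 1 mM DTT was treated with compound at 76 uM single dose, then 10 uM ATP, 30 min at 37 °C. ADP was read by HTRF Transcreener.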
# * marks the source's active call; other numbers are inactive results; i = inactive; ? = inconclusive; · = not tested or not shown; [ ] = remark or other dose. Unless noted, calls follow the shape of the dose curve; as a rule, active = well fitted curve in the direction sought with a large enough effect; inconclusive = small, poorly fitted or top-dose-only effect, or another doubt; inactive = no such curve, though single readings can be large; an effect the other way counts as inactive or inconclusive.
# Below each SMILES – HepG2 tox, Akt phos inh, S2 tox, TGFb inhibitor, CCT modulator, MmCpn inh, A549 viability, Nrf2 ARE act, Nrf2 inh
COc1ccc(OC)c(C(=O)/C=C/c2ccccc2C(F)(F)F)c1
    -100%, i, i, ?, 1.1, 1%, ?, ?, ?
COc1ccc(CNCCCn2cnc3c(SC)ncnc32)cc1
    -8%, i, i, 1%, 0.4, ·, ·, 5.6%, ·
COc1ccc(C2=NN(C(=O)CSc3nnc(-c4ccccc4F)o3)C(c3ccco3)C2)cc1 (stereo not drawn)
    -43%, i, i, -17%, -1.3, -4%, -2%, 3.4%, ?
COc1ccc(Nc2nnc(SCC3CCCO3)s2)cc1 (stereo not drawn)
    -1%, i, i, -11%, -4.5, 0%, 1%, 3.3%, ?
CC(=O)c1cccc(NC(=O)/C(=C/c2ccco2)NC(=O)c2ccco2)c1
    7%, i, i, 0%, -0.9, -1%, -3%, 0.9%, -4%
CCOC(=O)CSc1nc(C)c2ccc(C)cc2n1
    -3%, i, i, 4%, -3.5, 13%, -4%, 5.7%, 15%
COc1ccc(NC(=O)Nc2ccc(Br)cn2)cc1OC
    -5%, i, i, 20%, 1.5, -1%, 4%, 3.6%, -15%
c1ccc(Oc2nc3ccccc3n3cccc23)cc1
    -13%, i, i, 2%, 0.8, 1%, -2%, 0.8%, -5%
CCn1cc(C(=O)N[C@H](C(=O)NCCO)C(C)C)c(=O)c2cc3c(cc21)OCO3
    2%, i, i, 35%[activator], -0.2, 0%, 2%, 1.8%, 1%
COc1ccc(C2C(C(=O)c3ccc(C)o3)=C(O)C(=O)N2Cc2ccco2)cc1OC (stereo not drawn)
    6%, i, i, 4%, 0.4, -3%, -11%, -0.2%, -13%
NS(=O)(=O)c1ccc(NC(=O)c2ccc(CNS(=O)(=O)c3cc(C(F)(F)F)ccc3Cl)cc2)cc1
    -3%, i, i, -29%, -3.1, 2%, -7%, -0.8%, ?
O=C(/C=C/c1ccc(N2CCOCC2)cc1)c1ccccc1
    -16%, i, i, -14%, -1.1, -5%, 0%, ?, ?
Cc1ccc(-n2c(=O)cc(N3CCC(C)CC3)[nH]c2=O)cc1
    -6%, ·, i, -10%, 1.0, 0%, -1%, 0.2%, ·
O=C(Nc1cccc(F)c1)N1CCCC(CNS(=O)(=O)Cc2ccccc2)C1 (stereo not drawn)
    3%, i, i, -15%, 0.5, 0%, -9%, 0.4%, 1%
CCOc1ccc(NC(=O)/C=C/c2ccccc2)c([N+](=O)[O-])c1
    -14%, i, i, -3%, -2.7, 0%, -9%, 3.6%, 1%
COc1ccc(C(=O)Nc2ccc3oc(-c4ccc(F)cc4Cl)nc3c2)cc1
    3%, ·, i, 7%, ·, ·, 2%, -1.2%, ·
CC(C)(C)CC(=O)Nc1nn[nH]n1
    21%, i, i, -3%, -1.1, 3%, 1%, 2.7%, -10%
CC[N+]1(CC)CC2=Cc3ccccc3CC2C1 (stereo not drawn)
    -1%, i, i, 1%, 0.5, 2%, -4%, 2.2%, 23µM*
COc1cc(/C=N/NC(=O)c2cccc([N+](=O)[O-])c2)ccc1OCc1ccc(C)cc1
    -42%, i, i, -8%, -2.7, -3%, -1%, 5.7%, 5%
COC(CNC(=O)c1ccc2c3c(onc13)-c1ccccc1C2=O)OC
    -95%, i, ·, 11µM*, 0.5, -11%, ?, -3.2%, ?
O=C(CN1CCNCC1)N1CCOCC1
    -2%, i, i, 20%, -1.2, ·, ·, -0.1%, ·
OCC1(CC2CCCCO2)CCN(Cc2nc3ccccc3[nH]2)CC1 (stereo not drawn)
    -17%, i, i, -15%, 0.4, 0%, 6%, -0.2%, 9%
O=C(OCc1nnc(-c2ccccc2)o1)c1cccc(S(=O)(=O)N2CCOCC2)c1
    31%, i, i, 6%, -2.7, 1%, -3%, 1.9%, ?
COc1ccccc1C(=O)NC(=O)OCCn1c(C)cnc1[N+](=O)[O-]
    2%, i, i, 10%, -0.3, -2%, 0%, 0.2%, -19%
COc1ccccc1NC(=O)C1CCN(C(=O)NCc2ccccc2)CC1
    -3%, i, i, 3%, 1.7, -1%, 0%, -0.5%, 8%
CCN(CC)S(=O)(=O)c1cccc(-c2nn(-c3ccccc3)cc2/C=C(\C#N)C(=O)NCc2ccco2)c1
    10%, i, ?, ?, 1.3, 0%, -5%, 0.4%, -11%
CC(C(=O)Nc1ccccc1-c1ccccc1)N1CCN(Cc2ccccc2)CC1 (stereo not drawn)
    -20%, i, i, ?, -1.3, 3%, -9%, 2.7%, 3%
COC(=O)[C@H](Cc1ccccc1)NC(=O)N1CCN(c2ccc(F)cc2)CC1
    5%, i, i, -24%, -1.2, -1%, 7%, -0.7%, 0%
O=S(=O)(c1cccc2cccnc12)N1CCCCC1
    -4%, i, i, 5%, -1.7, 4%, -4%, -1.2%, -20%
Cc1ccc(NC2=C(Cl)C(=O)OC2OC(C)C)cc1 (stereo not drawn)
    -11%, i, i, 5%, -1.9, -2%, ?, 0.4%, 9%
CC1CN(C(=O)CSc2nnc(-c3ccccc3)o2)CC(C)O1 (stereo not drawn)
    -3%, i, i, -2%, 0.1, -2%, -3%, 0.0%, 3%
O=C(NC1CCCCCC1)C1c2ccccc2C(=O)N1Cc1cccs1 (stereo not drawn)
    -8%, i, i, 12%, -1.4, 0%, -3%, -0.1%, -2%
CCOC(=O)NC(NS(=O)(=O)c1ccccc1)(C(=O)OCC)C(F)(F)F (stereo not drawn)
    9%, i, i, -3%, 1.2, 0%, -8%, 0.1%, -5%
Cc1ccccc1Cn1c(=O)n(CCCCC(=O)NCCc2ccccc2)c(=O)c2ccccc21
    3%, ·, i, 12%, ·, ·, 5%, -0.6%, 8%
O=[N+]([O-])c1ccc(-c2nc(C(Cl)Cl)c3ccccc3n2)cc1
    -26%, i, ?, 2%, 0.1, 0%, ?, 3.2%, 15µM*
Cc1nn(CCS(=O)(=O)c2ccc(Cl)cc2)c(C)c1Br
    -10%, i, i, -6%, 1.3, 1%, -3%, 0.4%, -16%
COc1cc(/C=N/NC(=O)CN(CCc2ccccc2)S(=O)(=O)c2ccc(NC(C)=O)cc2)cc(OC)c1OC
    -4%, i, i, 0%, -0.5, 2%, -1%, 4.4%, -9%
CC(=O)c1cccc(-c2ccc3c(=O)[nH]c(Nc4ccccc4)cc3c2)c1
    -4%, i, i, 3%, -0.8, ·, -2%, 3.0%, 8%
CNC(=O)c1c(NC(=O)c2ccc(S(=O)(=O)N(C)c3ccccc3)cc2)sc2c1CCN(C(C)C)C2
    -21%, i, i, -1%, -2.6, -25%, ?, 0.0%, -1%
CCOC(=O)CCNC(=O)N1CCCC(N(C)CCc2ccccc2)C1 (stereo not drawn)
    1%, i, ?, 0%, -4.5, 1%, -2%, -0.4%, 4%
CCn1cc(Br)c(C(=O)NC(C)c2ccccc2)n1 (stereo not drawn)
    1%, i, i, -1%, -0.9, ·, 14%, 0.2%, 5%
O=C(NS(=O)(=O)c1ccc(Cl)cc1)c1ccccc1
    0%, i, i, 0%, 1.2, -8%, -2%, -0.2%, -14%
COc1ccccc1CNC(=O)c1cnc2sc(N3CCOCC3)nn2c1=O
    -14%, ·, ·, 0%, ·, ·, 0%, 4.5%, ?
Cc1ccc(S(=O)(=O)N2CCOCC2)cc1NC(=O)CSc1nnc(C2CC2)n1C1CC1
    -4%, i, i, -10%, -0.8, 1%, 1%, -0.2%, 9%
COC(=O)c1ccc(/C=N/N2CCN(Cc3ccc(Cl)cc3)CC2)cc1
    43%, i, i, 0%, -0.8, 0%, 2%, -0.4%, 1%
COC(=O)/C(C#N)=C/c1c(N2CCN(c3cccc(Cl)c3)CC2)nc2c(C)cccn2c1=O
    4%, i, i, 23%, 1.1, 1%, -26%, 0.2%, ?
COc1ccc(CN2C(=O)NC3(CCCc4ccccc43)C2=O)cc1F (stereo not drawn)
    -18%, i, i, 2%, -2.2, 0%, -3%, 4.8%, -26%
O=C(Nc1ccc([N+](=O)[O-])cc1)N1CCCCC1
    -15%, i, i, -14%, -0.1, 2%, 1%, 0.0%, 0%
CC(C)c1ccc(CC(=O)N2CCC2(C)C(=O)NS(=O)(=O)c2ccc(F)cc2F)cc1 (stereo not drawn)
    -10%, i, i, -6%, 0.5, ·, ·, -0.1%, ·
COC(=O)c1ccc(NC(=O)c2cc[n+](Cc3ccccc3)cc2)cc1
    -25%, i, i, 0%, -1.8, 0%, 5%, 0.3%, 2%
COC(C[C@H](O)[C@H](C)[C@H](O)COCc1ccccc1)OC
    3%, i, i, -1%, -2.7, 0%, -1%, 0.2%, 16%
CCn1nnnc1SCC(=O)Nc1nc2ccc(OC)cc2s1
    -17%, i, i, -11%, -2.5, 1%, -6%, 0.9%, 19%
O=S(=O)(c1ccc(F)cc1)N1CCc2ccccc2C1
    8%, i, ·, -10%, -1.0, 1%, 1%, 0.2%, 0%
Cc1c(O)ccc2c3c(c(=O)oc12)CCCC3
    -1%, i, i, 0%, -2.4, -3%, -2%, -0.1%, -8%
Nc1ccc2c(c1)C(=O)c1ccc(Cl)cc1-2
    1%, i, ?, 0%, -1.6, ·, 1%, ?, -1%
O=C(COC(=O)c1ncc(Cl)c(Cl)c1Cl)NCc1cccs1
    -1%, i, i, -10%, -1.3, 0%, -3%, 2.2%, 3%
